Spn PMK inh: S. pneumoniae PMK inhibition | hit rate 0.49% among 65,000 | AID 539 | inhibition, % at 10 µM | purified PMK, PK/LDH-coupled NADH absorbance 340 nm;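 active means top-ranked compounds by inhibition in the single 10 µM screen, taking a fixed number of the strongest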;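 further: 0% = full reaction with DMSO carrier and 100% = background rate without enzyme reaction; no value below 0 was filed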
Spn MK inh: S. pneumoniae mevalonate kinase inhibition | purified MK, PK/LDH-coupled NADH absorbance 340 nm | inhibition, % at 10 µM | hit rate 0.48% among 65,000 | AID 555;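 active means ranked among the strongest by inhibition in the single 10 µM screen, a fixed top-ranked set picked for dose follow-up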; further: no value below 0 was filed
HT1080 viability: HT1080 cell viability loss – fluorescence readout (AID 620) | HT1080 viability, fluorescence; higher % means a stronger effect | cytotoxicity, % at 10 µM, or EC50 in µM where a hit was titrated | hit rate 0.42% among 87,000;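 further: cells exposed to compound overnight then 4 h with Alamar Blue; 0% = vehicle DMSO and 100% = killing control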
LYP inhibition: inhibition of human PTPN22 tyrosine phosphatase – biochemical, DiFMUP fluorescence, recombinant catalytic domain, 10 µM, primary screen (AID 606); recombinant LYP catalytic domain, DiFMUP fluorescence; higher % means a stronger effect; inhibition, % at 10 µM; hits with a dose series show IC50 in µM; 52,000 tested, under 10 active;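 active means IC50 under 40 µM in the dose-response test; inactive means IC50 of 40 µM or more, or never dose-tested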
Bfl-1 inhibitors: Bfl-1 inhibitors, primary screen, biochemical, fluorescence polarization, FITC-Bid, mouse (AID 432). hit rate 0.02% among 64,000. displacement, % at 20 µM, or IC50 in µM where a hit was titrated. FITC-Bid BH3 peptide fluorescence polarization displacement; higher % means a stronger effect; in the data active means a potency from the dose series; inactive means the rest, 99 in 100 with displacement below about 15%; further: strong numbers were not always called active
DPM-DC inhibit: S. pneumoniae DPM-DC inhibition | hit rate 0.49% among 65,000 | purified DPM-DC, PK/LDH coupled NADH fluorescence | AID 556 | calls only at 10 µM;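 active means the 320 compounds with the highest percent inhibition in the single-dose primary screen, excluding strongly autofluorescent ones, cut at about 32% in these data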;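 further: kinetic rate of NADH fluorescence loss reporting ADP formed by the decarboxylase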
HPDE-C7 viability: cytotoxicity in HPDE-C7 cells, cell-based, fluorescence, HTS (AID 430); HPDE-C7 pancreatic duct cells viability, fluorescence; higher % means a stronger effect; cytotoxicity, % at 10 µM; hits with a dose series show EC50 in µM; hit rate 1.8% among 63,000;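 further: cells exposed to compound for 48 hours before viability readout; 0% = vehicle and 100% = reference cytotoxic drug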
HPDE-C7K KRASV12: cytotoxicity in KRAS-transformed pancreatic duct cells, primary screen, cell-based, fluorescence, HTS (AID 431); hit rate 1.7% among 63,000; one-dose cytotoxicity, % at 10 µM; EC50 in µM for titrated hits; HPDE-C7K KRASV12 cells, Alamar Blue viability, 48 h; higher % means a stronger effect;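 active means compounds whose percent cytotoxicity in the single-dose primary screen, scaled between solvent and toxic-drug controls, exceeds 50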;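 further: 0% = DMSO solvent wells and 100% = doxorubicin-treated wells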
TNAP inhibition: human TNAP enzyme inhibitors, biochemical, luminescent (AID 518); purified TNAP enzyme, luminescent substrate readout; higher % means a stronger effect; one-dose inhibition, % at 20 µM; IC50 in µM for titrated hits; hit rate 0.09% among 64,000; in the data active means a potency from the dose series; inactive means the rest, 99 in 100 with inhibition below about 22%;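 further: plate controls were vehicle for no effect and reference inhibitor for full effect; many of its hits are not listed in these tables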
Spn PMK inh pilot replicates: recorded beside Spn PMK inh, whose call it bears; inhibition, %; measured here: pilot screen replicates
Spn MK inh pilot replicates: recorded beside Spn MK inh, whose call it bears; inhibition, %; measured here: pilot screen replicates
DPM-DC inhibit pilot screen %: second read-out of DPM-DC inhibit, no call of its own (marks repeat the call); inhibition, %; measured here: pilot screen trials
An asterisk follows results filed as active; i = inactive; . = no result given; + = active, no number. Unless noted, no stated cut-off is given here; in the data, active means cytotoxicity above about 50%; inactive means the rest. The order is random. About 3.5% of those tested had a hit in this group.

SMILES	Spn PMK inh	Spn MK inh	HT1080 viability	LYP inhibition	Bfl-1 inhibitors	DPM-DC inhibit	HPDE-C7 viability	HPDE-C7K KRASV12	TNAP inhibition	others
COc1ccc2cc(C(c3nnnn3C(C)(C)C)N3CCc4ccccc4C3)c(=O)[nH]c2c1 (stereo not drawn)	11	4	4%	-8%	0%	i	1%	11%	11%	Spn PMK inh pilot replicates=1.0;Spn MK inh pilot replicates=0.0;DPM-DC inhibit pilot screen %=16
COc1ccc(-c2[nH]c(-c3cccc(OC)c3)nc2SCC(=O)NCc2ccco2)cc1	17	4	2%	15%	-3%	i	51%*	50%*	10%	Spn PMK inh pilot replicates=3.0;Spn MK inh pilot replicates=3.0;DPM-DC inhibit pilot screen %=7.5
C=CCn1c(C)cc(C(=O)CSc2nnc(-c3cccc(S(=O)(=O)N(CC)CC)c3)o2)c1C	4	0	-17%	4%	8%	i	-9%	-16%	5%
O=c1cc(N2CCc3ccccc3C2)[nH]c(=O)n1Cc1ccc(F)cc1	11	5	2%	.	-2%	i	-8%	-18%	8%
CC(=O)c1ccc(OCCCC(=O)OCC(=O)N2CCN(c3ccccc3)CC2)cc1	11	3	-4%	-8%	-8%	i	-15%	-23%	11%
CSc1nc2c(c(=O)n1Cc1ccccc1)SC(C)C2 (stereo not drawn)	7	6	2%	1%	.	i	.	.	.
Cn1c(=O)c(=O)n(C)c2cc(S(=O)(=O)N3CCC(Cc4ccccc4)CC3)ccc21	13	14	6%	4%	0%	i	2%	15%	-1%
COc1ccc2nc3oc(C(=O)NCc4cccs4)cc3cc2c1	11	0	0%	17%	15%	+	-12%	-11%	4%
CCCC(=O)NCCCCNC(=O)CCC	5	5	-6%	12%	-4%	i	-2%	-12%	5%
CC(C)OC(=O)CC1=NC(=O)CS1	0	15	-15%	13%	-9%	i	12%	22%	0%
CCc1ccc(NC(=O)CS(=O)CC(=O)NCC2OCCc3ccccc32)cc1 (stereo not drawn)	0	0	2%	-11%	1%	i	-4%	-14%	11%	Spn PMK inh pilot replicates=0.0;Spn MK inh pilot replicates=0.0;DPM-DC inhibit pilot screen %=0.0
COC(=O)c1ccc(Cn2cnc3c(sc4nc(N5CCOCC5)c5c(c43)CCCC5)c2=O)o1	6	5	20%	.	5%	i	35%	27%	8%
Cc1cccc2cc(C(c3nnnn3Cc3ccccc3)N3CCN(c4ccccc4)CC3)c(=O)[nH]c12 (stereo not drawn)	18	3	-10%	.	0%	i	-1%	-2%	11%
O=C(c1oc2ccccc2c1CSCc1ccccc1)N1CCN(c2ncccn2)CC1	14	0	-10%	-16%	4%	i	8%	10%	2%
Cc1cccc(C)c1OCC(=O)Nc1cccc(-c2nnc(-c3ccccc3)o2)c1	6	1	-10%	10%	2%	i	27%	22%	-5%
Cc1ccc(-c2noc(CCC(=O)NCCCN3CCN(c4ccc(F)cc4)CC3)n2)cc1	14	0	10%	9%	0%	i	-2%	-6%	7%
COCCN(C(=O)CN1CCc2ccccc2C1)c1c(N)n(Cc2ccccc2)c(=O)[nH]c1=O	20	4	3%	7%	-7%	i	8%	2%	5%
CC(NC(=O)C1CCC1)c1ccccc1 (stereo not drawn)	3	7	2%	-1%	3%	i	-3%	3%	5%
O=C(NCc1ccco1)C(c1ccco1)N(C(=O)Cn1nnc2ccccc21)c1ccc2c(c1)CCC2 (stereo not drawn)	0	0	30%	0%	6%	i	-8%	2%	15%	Spn PMK inh pilot replicates=2.5;Spn MK inh pilot replicates=1.5;DPM-DC inhibit pilot screen %=3.5
CCc1ccc(S(=O)(=O)NCc2cn3c(C)csc3n2)s1	3	4	2%	-1%	4%	i	6%	13%	11%
COc1ccc(C2C(C(C)=O)=C(O)C(=O)N2CCc2ccccc2)c(OC)c1 (stereo not drawn)	5	11	-26%	.	-11%	i	-3%	8%	9%
O=C1OC(c2ccc(O)cc2)(c2ccc(O)cc2)c2ccccc21	0	8	-13%	29%	-2%	i	17%	23%	30%	Spn PMK inh pilot replicates=3.0;Spn MK inh pilot replicates=0.0;DPM-DC inhibit pilot screen %=2.5
O=C(Cn1nc(Cc2ccncc2)c2ccccc2c1=O)N1CCc2ccccc2C1	9	10	2%	5%	4%	i	7%	1%	11%	Spn PMK inh pilot replicates=0.0;Spn MK inh pilot replicates=2.5;DPM-DC inhibit pilot screen %=0.0
O=C(Cn1ncc2ccccc21)N1CCN(c2cccc(C(F)(F)F)c2)CC1	5	11	6%	.	-10%	i	-1%	4%	13%	Spn PMK inh pilot replicates=3.5;Spn MK inh pilot replicates=0.0;DPM-DC inhibit pilot screen %=0.0
CC1(C)CNC(=O)c2sc(NC(=O)CN3CCOCC3)nc2C1	4	16	-1%	-8%	-8%	i	3%	0%	3%

4 compounds drawn at random from the list so far, as already listed:
SMILES	Spn PMK inh	Spn MK inh	HT1080 viability	LYP inhibition	Bfl-1 inhibitors	DPM-DC inhibit	HPDE-C7 viability	HPDE-C7K KRASV12	TNAP inhibition	others
COC(=O)c1ccc(Cn2cnc3c(sc4nc(N5CCOCC5)c5c(c43)CCCC5)c2=O)o1	6	5	20%	.	5%	i	35%	27%	8%
O=C1OC(c2ccc(O)cc2)(c2ccc(O)cc2)c2ccccc21	0	8	-13%	29%	-2%	i	17%	23%	30%	Spn PMK inh pilot replicates=3.0;Spn MK inh pilot replicates=0.0;DPM-DC inhibit pilot screen %=2.5
CSc1nc2c(c(=O)n1Cc1ccccc1)SC(C)C2 (stereo not drawn)	7	6	2%	1%	.	i	.	.	.
CC1(C)CNC(=O)c2sc(NC(=O)CN3CCOCC3)nc2C1	4	16	-1%	-8%	-8%	i	3%	0%	3%

The main list resumes; the 5 compounds before the break are reprinted first.
SMILES	Spn PMK inh	Spn MK inh	HT1080 viability	LYP inhibition	Bfl-1 inhibitors	DPM-DC inhibit	HPDE-C7 viability	HPDE-C7K KRASV12	TNAP inhibition	others
COc1ccc(C2C(C(C)=O)=C(O)C(=O)N2CCc2ccccc2)c(OC)c1 (stereo not drawn)	5	11	-26%	.	-11%	i	-3%	8%	9%
O=C1OC(c2ccc(O)cc2)(c2ccc(O)cc2)c2ccccc21	0	8	-13%	29%	-2%	i	17%	23%	30%	Spn PMK inh pilot replicates=3.0;Spn MK inh pilot replicates=0.0;DPM-DC inhibit pilot screen %=2.5
O=C(Cn1nc(Cc2ccncc2)c2ccccc2c1=O)N1CCc2ccccc2C1	9	10	2%	5%	4%	i	7%	1%	11%	Spn PMK inh pilot replicates=0.0;Spn MK inh pilot replicates=2.5;DPM-DC inhibit pilot screen %=0.0
O=C(Cn1ncc2ccccc21)N1CCN(c2cccc(C(F)(F)F)c2)CC1	5	11	6%	.	-10%	i	-1%	4%	13%	Spn PMK inh pilot replicates=3.5;Spn MK inh pilot replicates=0.0;DPM-DC inhibit pilot screen %=0.0
CC1(C)CNC(=O)c2sc(NC(=O)CN3CCOCC3)nc2C1	4	16	-1%	-8%	-8%	i	3%	0%	3%
COC(=O)[C@H]1C2CCC(C(=O)OC)(CC2)[C@H]1C(=O)OC	0	5	-5%	15%	-2%	i	-2%	4%	-4%
O=C(Nc1ccccc1)NC1CS(=O)(=O)CC1O (stereo not drawn)	5	14	28%	9%	-6%	i	5%	0%	16%
COc1ccc(C)cc1NC(=O)CN1C(=O)c2ccccc2S1(=O)=O	5	0	1%	10%	6%	i	2%	3%	7%
Brc1ccc(-c2csc(/N=C/N3CCOCC3)n2)cc1	0	0	17%	7%	-3%	i	-3%	-1%	6%	Spn PMK inh pilot replicates=1.5;Spn MK inh pilot replicates=3.0;DPM-DC inhibit pilot screen %=1.0
Cc1cc(-n2c(C)cc(C(=O)CN3C(=O)NC4(CCCCC4)C3=O)c2C)no1	14	0	-5%	-8%	2%	i	.	.	8%
O=C(NCc1ccco1)c1cc(-c2ccccc2)on1	12	12	-5%	7%	4%	i	-8%	10%	8%
CCOCCCNC(=O)Cn1nc(-c2ccccc2)ccc1=O	0	1	-2%	.	-1%	i	-11%	0%	3%
Cc1ccc2[nH]c(=O)c(C(c3nnnn3CC3CCCO3)N3CCc4ccccc4C3)cc2c1 (stereo not drawn)	7	15	6%	12%	-2%	i	-12%	-2%	8%
Cc1ccc(C(c2sc3nc(C)nn3c2O)N2CCOCC2)cc1 (stereo not drawn)	17	7	9%	-2%	-12%	i	-13%	-9%	7%
COc1ccc(C2SCC(C(=O)O)N2C(C)=O)cc1OC (stereo not drawn)	3	9	-4%	10%	2%	i	-19%	-18%	1%
Cc1cc(NC(=O)c2cc(-c3ccc4c(c3)OCO4)on2)n(-c2ccccc2)n1	16	0	11%	1%	2%	i	4%	2%	-2%
CC(=O)N1CCc2cc(C(=O)CN3CCCN(Cc4ccc(F)cc4)C3)ccc21	10	0	-8%	1%	-5%	i	-25%	-10%	3%
C=C(C)CN1CCN(c2c(CCC#N)c(C)c(C#N)c3nc4ccccc4n23)CC1	2	10	4%	6%	-33%	i	1%	-4%	-1%
Cc1cc(C(=O)OCC(=O)c2ccc3c(c2)OCCO3)c(C)o1	10	2	3%	6%	5%	i	-1%	-4%	16%
COc1ccc(-n2c(Cn3c(=O)sc4ccccc43)nnc2SCC(=O)N2CCCCC2)cc1	7	5	0%	7%	3%	i	16%	-1%	6%
COc1ccc(C(=O)CSc2nc3nc(C)cc(C)c3c(=O)[nH]2)cc1OC	5	0	0%	4%	3%	i	-15%	-2%	15%
